Screening results deposited in PubChem by University of Kansas High Throughput Screening Laboratory.
mHTT-CaM PPI inh: inhibitors of human mutant huntingtin-calmodulin interaction | AlphaScreen His-mHTT/GST-CaM binding, luminescence | inhibition, % at 15 µM | P42858 | 3.6% of 190,000 active;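 further: 0% = both proteins with DMSO and 100% = one protein alone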
Target sequence (P42858 whole entry, looked up, stated change not applied): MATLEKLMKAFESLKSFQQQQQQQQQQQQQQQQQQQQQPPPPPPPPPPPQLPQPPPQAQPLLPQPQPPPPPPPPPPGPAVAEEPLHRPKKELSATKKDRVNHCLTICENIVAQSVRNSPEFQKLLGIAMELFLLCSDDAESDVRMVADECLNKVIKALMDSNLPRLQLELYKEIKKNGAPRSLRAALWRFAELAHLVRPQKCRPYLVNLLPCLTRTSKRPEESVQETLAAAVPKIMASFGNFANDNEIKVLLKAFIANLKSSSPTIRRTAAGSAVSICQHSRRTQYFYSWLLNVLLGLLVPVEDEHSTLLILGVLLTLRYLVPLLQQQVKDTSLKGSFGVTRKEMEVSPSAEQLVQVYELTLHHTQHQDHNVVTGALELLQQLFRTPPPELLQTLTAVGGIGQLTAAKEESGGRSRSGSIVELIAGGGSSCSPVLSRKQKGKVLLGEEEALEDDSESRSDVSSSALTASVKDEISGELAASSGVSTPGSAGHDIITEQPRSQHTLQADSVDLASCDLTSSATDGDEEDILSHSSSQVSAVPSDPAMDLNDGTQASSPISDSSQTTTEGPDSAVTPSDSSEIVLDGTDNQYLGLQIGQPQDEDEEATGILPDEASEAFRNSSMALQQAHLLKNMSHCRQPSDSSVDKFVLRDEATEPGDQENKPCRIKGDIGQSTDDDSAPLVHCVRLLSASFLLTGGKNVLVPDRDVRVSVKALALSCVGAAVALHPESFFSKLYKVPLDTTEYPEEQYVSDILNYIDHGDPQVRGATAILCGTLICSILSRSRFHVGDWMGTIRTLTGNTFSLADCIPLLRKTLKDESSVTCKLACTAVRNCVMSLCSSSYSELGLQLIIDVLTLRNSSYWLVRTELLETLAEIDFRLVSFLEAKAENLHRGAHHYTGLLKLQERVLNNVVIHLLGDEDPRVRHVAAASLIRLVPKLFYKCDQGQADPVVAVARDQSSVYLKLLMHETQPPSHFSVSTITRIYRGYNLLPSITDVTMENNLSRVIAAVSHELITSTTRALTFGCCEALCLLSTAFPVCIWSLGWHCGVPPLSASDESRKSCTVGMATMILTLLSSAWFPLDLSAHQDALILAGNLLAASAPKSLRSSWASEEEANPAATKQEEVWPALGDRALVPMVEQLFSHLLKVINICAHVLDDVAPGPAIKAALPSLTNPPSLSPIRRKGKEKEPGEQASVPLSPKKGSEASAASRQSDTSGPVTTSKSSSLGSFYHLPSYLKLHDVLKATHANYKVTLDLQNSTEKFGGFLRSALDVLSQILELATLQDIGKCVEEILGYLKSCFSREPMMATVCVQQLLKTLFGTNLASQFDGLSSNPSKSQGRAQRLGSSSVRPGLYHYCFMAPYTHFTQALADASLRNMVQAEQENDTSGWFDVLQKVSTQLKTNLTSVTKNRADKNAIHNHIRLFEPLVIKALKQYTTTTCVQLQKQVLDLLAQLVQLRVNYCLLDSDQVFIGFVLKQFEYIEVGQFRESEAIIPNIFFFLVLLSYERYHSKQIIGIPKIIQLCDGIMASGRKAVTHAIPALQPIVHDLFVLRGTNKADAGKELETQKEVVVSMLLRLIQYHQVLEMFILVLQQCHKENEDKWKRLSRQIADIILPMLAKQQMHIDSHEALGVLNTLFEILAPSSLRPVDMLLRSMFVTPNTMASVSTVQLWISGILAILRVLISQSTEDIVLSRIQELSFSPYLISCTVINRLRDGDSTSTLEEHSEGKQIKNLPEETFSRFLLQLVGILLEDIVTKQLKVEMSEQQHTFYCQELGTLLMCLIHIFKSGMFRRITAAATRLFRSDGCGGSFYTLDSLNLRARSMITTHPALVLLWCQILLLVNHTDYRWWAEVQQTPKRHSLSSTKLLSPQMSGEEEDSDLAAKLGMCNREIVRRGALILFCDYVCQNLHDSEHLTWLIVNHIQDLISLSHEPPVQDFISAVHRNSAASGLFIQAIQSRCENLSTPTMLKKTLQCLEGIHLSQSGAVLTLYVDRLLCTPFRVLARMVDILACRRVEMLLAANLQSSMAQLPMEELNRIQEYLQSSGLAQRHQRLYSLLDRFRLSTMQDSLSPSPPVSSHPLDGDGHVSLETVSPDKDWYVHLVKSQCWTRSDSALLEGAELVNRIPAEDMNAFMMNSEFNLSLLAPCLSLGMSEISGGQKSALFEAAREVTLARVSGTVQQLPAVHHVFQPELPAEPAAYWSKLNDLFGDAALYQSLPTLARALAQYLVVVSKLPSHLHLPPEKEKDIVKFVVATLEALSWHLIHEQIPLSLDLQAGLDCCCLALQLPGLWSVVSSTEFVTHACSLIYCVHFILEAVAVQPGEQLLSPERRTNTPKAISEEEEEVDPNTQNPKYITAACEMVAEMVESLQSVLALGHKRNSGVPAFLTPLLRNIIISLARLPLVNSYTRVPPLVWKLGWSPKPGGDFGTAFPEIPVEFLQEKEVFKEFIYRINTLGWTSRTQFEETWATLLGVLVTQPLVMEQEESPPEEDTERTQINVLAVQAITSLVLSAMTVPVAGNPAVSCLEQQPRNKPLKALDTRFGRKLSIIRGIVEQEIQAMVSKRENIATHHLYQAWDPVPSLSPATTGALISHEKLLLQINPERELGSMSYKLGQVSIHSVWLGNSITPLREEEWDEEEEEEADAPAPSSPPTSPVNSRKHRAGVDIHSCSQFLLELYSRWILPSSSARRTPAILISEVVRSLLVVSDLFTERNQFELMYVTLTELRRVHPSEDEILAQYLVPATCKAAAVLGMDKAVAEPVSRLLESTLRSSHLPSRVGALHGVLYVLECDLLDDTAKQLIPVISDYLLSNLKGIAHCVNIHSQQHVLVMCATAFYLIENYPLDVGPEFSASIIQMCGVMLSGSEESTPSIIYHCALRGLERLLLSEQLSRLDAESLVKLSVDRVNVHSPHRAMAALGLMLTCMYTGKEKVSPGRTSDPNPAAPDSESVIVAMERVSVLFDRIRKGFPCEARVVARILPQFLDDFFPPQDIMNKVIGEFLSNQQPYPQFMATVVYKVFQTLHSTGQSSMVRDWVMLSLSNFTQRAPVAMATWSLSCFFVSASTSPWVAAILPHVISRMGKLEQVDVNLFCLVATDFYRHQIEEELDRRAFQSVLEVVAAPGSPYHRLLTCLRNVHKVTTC
Pf apPOL inh: Pf-apPOL DNA polymerase inhibition; 0.25% of 210,000 active; AID 1794808; inhibition, % at 10 µM; Recombinant Pf-apPOL, molecular beacon fluorescence, 1.5 h
An asterisk follows results filed as active; · = not tested or not shown; & = joins results of further samples. No stated cut-off is given here; in the data, active means inhibition above about 50%; inactive means the rest.

(1) O=C(CCN1C(=O)c2ccccc2C1=O)Nc1ccc([N+](=O)[O-])cc1Br
  mHTT-CaM PPI inh = 4&1
  Pf apPOL inh = -3&-5

(2) Cc1ccc(NC(=O)Cn2cnc(C)c(C)c2=O)c(F)c1
  mHTT-CaM PPI inh = 0
  Pf apPOL inh = -4

(3) O=C(Cc1ccccc1)Nc1cccc(-c2nc3ccccc3s2)c1
  mHTT-CaM PPI inh = 3
  Pf apPOL inh = -1

(4) CSc1nc(NC(=O)NS(=O)(=O)c2ccccc2Cl)nc(C2CC2)n1
  mHTT-CaM PPI inh = ·
  Pf apPOL inh = 2

(5) COc1ccc(/C=C2N=C(/C=C/c3cccc([N+](=O)[O-])c3)OC/2=O)cc1OC
  mHTT-CaM PPI inh = 2
  Pf apPOL inh = -1

(6) O=C(Nc1c2c(nn1-c1cccc(Cl)c1)CSC2)c1cccs1
  mHTT-CaM PPI inh = 32
  Pf apPOL inh = -5

(7) O=c1[nH]nc(SCc2ccc(Cl)cc2Cl)c(=O)[nH]1
  mHTT-CaM PPI inh = 0
  Pf apPOL inh = -5

(8) COc1cc(C(=O)n2nnc3ccccc32)cc(OC)c1OC
  mHTT-CaM PPI inh = 6
  Pf apPOL inh = 24

(9) Cc1ccccc1NC(=O)c1cc(C(C)(C)C)n2nccc2n1
  mHTT-CaM PPI inh = -54
  Pf apPOL inh = -1

(10) Cc1ccc(C2=N/C(=C/c3ccc4c(c3)OCO4)C(=O)O2)cc1[N+](=O)[O-]
  mHTT-CaM PPI inh = 8
  Pf apPOL inh = -2

(11) CCSc1nnc(-c2nn(C)c3c2CN(C(=O)c2cccc(C)c2)CC3)n1C
  mHTT-CaM PPI inh = -4
  Pf apPOL inh = 0

(12) Cc1cc(C(=O)C(F)(F)F)c(C)n1-c1cc(C(F)(F)F)cc(C(F)(F)F)c1
  mHTT-CaM PPI inh = ·
  Pf apPOL inh = 0

(13) COc1cc(S(=O)(=O)NCc2ccncc2)ccc1Cl
  mHTT-CaM PPI inh = -7
  Pf apPOL inh = 2

(14) O=C(NCCCS(=O)(=O)N1CCN(c2ccccn2)CC1)c1ccc2c(c1)OCO2
  mHTT-CaM PPI inh = -20
  Pf apPOL inh = -2

(15) CCOc1ccc(NC(=O)CC(C)c2ccccc2)cc1 (stereo not given)
  mHTT-CaM PPI inh = -5
  Pf apPOL inh = 3

(16) CC(C)(C)c1csc(-c2ccc3nonc3c2)n1
  mHTT-CaM PPI inh = ·
  Pf apPOL inh = -14

(17) O=C(NCCc1ccccn1)C1CCc2nc(N3CCCCC3)ncc2C1 (stereo not given)
  mHTT-CaM PPI inh = 5
  Pf apPOL inh = -7

(18) O=C(NC1CC2CCC1C2)C1CC(=O)N(c2cccc(F)c2)C1 (stereo not given)
  mHTT-CaM PPI inh = -2
  Pf apPOL inh = -6

(19) Nc1cnc(-c2ccc(C(F)(F)F)cc2)nc1
  mHTT-CaM PPI inh = -5
  Pf apPOL inh = -4

(20) O=Cc1c(-c2ccc(F)cc2)nc2ccccn12
  mHTT-CaM PPI inh = -5
  Pf apPOL inh = 3

(21) COc1ccc(-c2nc(-c3ccc(C(F)(F)F)cc3)no2)cc1OC
  mHTT-CaM PPI inh = ·
  Pf apPOL inh = -6

(22) COc1cc2ccccc2cc1C(=O)Nc1onc2c1CCCC2
  mHTT-CaM PPI inh = -13
  Pf apPOL inh = -13

(23) CC(=NO)c1ccc(OCCOc2ccc(C#N)cc2)cc1
  mHTT-CaM PPI inh = ·
  Pf apPOL inh = 4

(24) NS(=O)(=O)c1ccc(CCNC(=O)c2csc3c2CCCC3)cc1
  mHTT-CaM PPI inh = -3
  Pf apPOL inh = -4

(25) O=c1c2cccc(Cl)c2ncn1C1CCN(S(=O)(=O)Cc2ccccc2)CC1
  mHTT-CaM PPI inh = -6
  Pf apPOL inh = 3

(26) Cc1ccc(C2=N/C(=C\c3ccccc3C(F)(F)F)C(=O)O2)cc1[N+](=O)[O-]
  mHTT-CaM PPI inh = 3
  Pf apPOL inh = 2

(27) COc1ccccc1CCC(=O)N1CCCn2nc(-c3cccc(C)c3)cc2C1
  mHTT-CaM PPI inh = 68*
  Pf apPOL inh = -4

(28) COc1cc(C(C)=O)ccc1OCC(=O)NCCn1cnc(-c2ccc(F)cc2)cc1=O
  mHTT-CaM PPI inh = -9
  Pf apPOL inh = -5

(29) C=CCn1c(SC(C)CC)nc(O)cc1=O (stereo not given)
  mHTT-CaM PPI inh = -1
  Pf apPOL inh = 2

(30) CCSC1=NSC2=NC(=O)/C(=C\c3ccco3)C(=N)N12
  mHTT-CaM PPI inh = -4
  Pf apPOL inh = -10

(31) Cc1ccc(C)c(OCCCCn2ccnc2)c1
  mHTT-CaM PPI inh = -1
  Pf apPOL inh = -5

(32) COc1ccc2cc(C=O)c(N3CCOCC3)nc2c1
  mHTT-CaM PPI inh = -3
  Pf apPOL inh = -14

(33) Cc1onc(-c2ccccc2)c1C(=O)Nc1nnc(C2CCCCC2)s1
  mHTT-CaM PPI inh = 5
  Pf apPOL inh = 0

(34) CCCOc1ccc(C2NC(C(=O)O)Cc3c2[nH]c2ccccc32)cc1OC (stereo not given)
  mHTT-CaM PPI inh = 6
  Pf apPOL inh = 5

(35) O=C(CS(=O)(=O)c1c[nH]c2ccccc12)N1CCCc2ccccc21
  mHTT-CaM PPI inh = 2
  Pf apPOL inh = 0

(36) N#C/C(C(N)=O)=C1\Oc2c(cc(O)cc2-c2cccc(C(F)(F)F)c2)S1
  mHTT-CaM PPI inh = 23
  Pf apPOL inh = -2

(37) O=C(C1CC1)N1CCc2cc(Br)cc(S(=O)(=O)NCc3ccccn3)c21
  mHTT-CaM PPI inh = 2
  Pf apPOL inh = -5

(38) CSc1ccccc1C(=O)N1CCC(C(=O)Nc2cc(C)on2)CC1
  mHTT-CaM PPI inh = -14
  Pf apPOL inh = 7

(39) O=C(Cn1cc2c(n1)CCCC2)Nc1c(F)cc(F)cc1Br
  mHTT-CaM PPI inh = -8
  Pf apPOL inh = 1

(40) O=C(Nc1ccc(F)c(F)c1)N1CCc2nc(-c3ccccc3)[nH]c(=O)c2C1
  mHTT-CaM PPI inh = 6
  Pf apPOL inh = -2

(41) COc1ccc(C)cc1NC(=O)C1CCCN(S(=O)(=O)c2ccc(Br)s2)C1 (stereo not given)
  mHTT-CaM PPI inh = -1
  Pf apPOL inh = -6

(42) Cc1cc(C)c(C(=O)N2CCC(CC(=O)NCCCN3CCOCC3)CC2)[nH]1
  mHTT-CaM PPI inh = -5
  Pf apPOL inh = -4

(43) Cc1ccc(S(=O)(=O)c2cc3c(=O)n4cc(C)ccc4nc3n(C3CCCC3)c2=N)cc1
  mHTT-CaM PPI inh = -4
  Pf apPOL inh = -24

(44) COc1ccc(-c2cc3cc(OC)c(OC)cc3c(-c3ccccc3Cl)n2)cc1OC
  mHTT-CaM PPI inh = -1
  Pf apPOL inh = 0

(45) O=C(NC1CCCCCC1)c1cc(S(=O)(=O)N2CCc3ccccc32)ccc1F
  mHTT-CaM PPI inh = -1
  Pf apPOL inh = -6

(46) O=C(CC1CCN(C(=O)c2ccccc2)CC1)N1CCCCCC1
  mHTT-CaM PPI inh = -8
  Pf apPOL inh = -3

(47) O=C(Cn1nc(S(=O)(=O)c2ccccc2)ccc1=O)Nc1ccc2c(c1)OCO2
  mHTT-CaM PPI inh = 3
  Pf apPOL inh = 1

(48) Cc1ccc(CNC(=O)c2ccc(NC(=O)C3CC3)cc2N2CCCCC2)o1
  mHTT-CaM PPI inh = 25
  Pf apPOL inh = 5

(49) COc1ccc(OC)c(NC(=O)CN(c2ccc([N+](=O)[O-])cc2)S(=O)(=O)c2ccccc2)c1
  mHTT-CaM PPI inh = 22
  Pf apPOL inh = -4

(50) COc1cc(C(=O)Nc2c3c(nn2-c2ccc(Cl)cc2)CSC3)cc(OC)c1OC
  mHTT-CaM PPI inh = 3
  Pf apPOL inh = 1

(51) Clc1ccccc1-c1nnc(SCc2ccccc2)o1
  mHTT-CaM PPI inh = -108
  Pf apPOL inh = -3

(52) COc1ccc(C(=O)N2CCC(n3c(-c4ccco4)nc4cccnc43)C2)c(C)c1 (stereo not given)
  mHTT-CaM PPI inh = 4
  Pf apPOL inh = -4

(53) CC(C)C(C(=O)Nc1ccccc1F)N1C(=O)c2ccccc2C1=O (stereo not given)
  mHTT-CaM PPI inh = -4
  Pf apPOL inh = 6

(54) COC(=O)C1CN(Cc2ccccc2)CCS(=O)(=O)N1Cc1ccc(C)cc1 (stereo not given)
  mHTT-CaM PPI inh = -3
  Pf apPOL inh = -5

(55) Cn1cnc2c(-c3cccc(Cl)c3)csc2c1=O
  mHTT-CaM PPI inh = -5
  Pf apPOL inh = -3

(56) COc1ccc(C(=O)c2nccc3ccccc23)cc1
  mHTT-CaM PPI inh = -14
  Pf apPOL inh = 3

(57) O=C(C1CC(=O)N(c2ccc(Cl)cc2)C1)N1CCC(c2nnc(C(F)(F)F)o2)CC1 (stereo not given)
  mHTT-CaM PPI inh = 12
  Pf apPOL inh = -2

(58) C=CCOC(=O)COc1cc2oc(C)c(-c3ccc4c(c3)OCCO4)c(=O)c2cc1CC
  mHTT-CaM PPI inh = -1
  Pf apPOL inh = -1

(59) CC1CCC2(CC1)OCC(C(=O)N(C)C(C)C)N2C(=O)C1CCCC1 (stereo not given)
  mHTT-CaM PPI inh = -7
  Pf apPOL inh = 0

(60) O=C(Cn1nc(N2CCCCCC2)c2ccccc2c1=O)Nc1ccccc1
  mHTT-CaM PPI inh = 25
  Pf apPOL inh = 3

(61) O=C(Nc1cccn2c(C3CCC3)nnc12)c1ccc(Cl)s1
  mHTT-CaM PPI inh = -4
  Pf apPOL inh = -2

(62) c1nc(N2CCCC2)c2nc3n(c2n1)CCCC3
  mHTT-CaM PPI inh = -3
  Pf apPOL inh = 2

(63) O=C(c1ccccn1)c1ccc2ccccc2n1
  mHTT-CaM PPI inh = ·
  Pf apPOL inh = -8

(64) COc1ccc(CNC(=O)Cc2ccc(F)cc2)cc1
  mHTT-CaM PPI inh = -3
  Pf apPOL inh = -35

(65) CC(=O)Nc1ccc(S(=O)(=O)N2CCC(CN3CCCC(C)C3)CC2)cc1 (stereo not given)
  mHTT-CaM PPI inh = -1
  Pf apPOL inh = 4

(66) COc1ccc(NS(=O)(=O)c2ccc(NC(=O)c3ccccc3)cc2)nn1
  mHTT-CaM PPI inh = -3&0
  Pf apPOL inh = -8&-19

(67) CC(C)C(=O)NCC1CCCN(C(=O)NC(C)(C)C)C1 (stereo not given)
  mHTT-CaM PPI inh = 0
  Pf apPOL inh = 1

(68) COCCNC(=O)CN1CCCCC1c1nc(-c2cnccn2)no1 (stereo not given)
  mHTT-CaM PPI inh = 0
  Pf apPOL inh = -9

(69) Cc1ccc(C(=O)N2CCN(c3ccccc3[N+](=O)[O-])CC2)cc1
  mHTT-CaM PPI inh = -1
  Pf apPOL inh = 6

(70) COc1ccccc1CNC(=O)C1CCN(c2nnc3c(Cl)cccn23)CC1
  mHTT-CaM PPI inh = 4
  Pf apPOL inh = -1
